# TAAR1 agonist = human TAAR1 agonism. Q96RJ0. CHO RD-HGA16 TAAR1, Fluo-8 calcium fluorescence; vehicle wells 0%, saturating PEA agonist 100%. activation, % at 3 µM. hit rate 0.99% among 360,000. AID 624467;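 active means activation above the mean activation of all test compounds in the run plus 3 SD, cut at about 38% in these data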
#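 Benchmarks: low control DMSO, high control PEA (EC100); System: CHO RD-HGA16 cells carrying human TAAR1 plus Gα16; Detection: Fluo-8 fluorescence, 5 s baseline then 140 s kinetic read; Schedule: 17-24 h plating, Fluo-8 75 min 37 °C, 30 min RT; Read-out basis: % activation from peak over basal fluorescence ratio, DMSO-to-PEA scaled.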
# CHO parental Ca = counter-screen: ATP calcium response change in parental CHO cells; parental CHO-K1, ATP-induced calcium, Fluo-8 fluorescence; inhibition, % at 5.6 µM; hit rate 0.63% among 330,000; AID 463079;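 active means inhibition above that plate's mean sample inhibition plus 3 SD, cut at about 26% in these data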;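 further: 0% = ATP-challenged DMSO wells and 100% = DMSO wells without ATP; some compounds past the cut are filed as inactive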
#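 Measured by: calcium-sensitive Fluo-8 fluorescence / Test system: CHO parental line / Controls: ATP-challenged DMSO wells low, unchallenged DMSO wells high / Measure: % inhibition / Compound: single nominal dose of 5.6 µM per compound / Replicates: single well per compound, no replicates / Reagent: ATP as calcium-mobilizing challenge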
# V1R ag counter = counter-screen for oxytocin receptor agonists: human V1a receptor agonists. hit rate 0.25% among 320,000. activation, % at 3 µM. AID 2797. CHO-V1R cells, Fluo-8 calcium fluorescence, agonist mode; 0% DMSO, 100% 3 nM vasopressin;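 active means activation above the mean activation of all tested compounds plus 3 SD, per screening run, cut at about 20% in these data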;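 further: signal is peak over basal fluorescence ratio across a 100 second FLIPR read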
# M1 ag = activates human CHRM1 receptor | P11229 | CHO-K1 hM1, Fluo-8 calcium fluorescence, agonist mode; 0% DMSO, 100% acetylcholine EC100 | activation, % at 3 µM | hit rate 0.33% among 360,000 | AID 588814;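 active means activation above the run's mean compound activation plus 3 SD, cut at about 16% in these data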;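 further: peak over basal fluorescence ratio within a 140 s kinetic read after compound addition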
# Target sequence (P11229 whole entry, looked up): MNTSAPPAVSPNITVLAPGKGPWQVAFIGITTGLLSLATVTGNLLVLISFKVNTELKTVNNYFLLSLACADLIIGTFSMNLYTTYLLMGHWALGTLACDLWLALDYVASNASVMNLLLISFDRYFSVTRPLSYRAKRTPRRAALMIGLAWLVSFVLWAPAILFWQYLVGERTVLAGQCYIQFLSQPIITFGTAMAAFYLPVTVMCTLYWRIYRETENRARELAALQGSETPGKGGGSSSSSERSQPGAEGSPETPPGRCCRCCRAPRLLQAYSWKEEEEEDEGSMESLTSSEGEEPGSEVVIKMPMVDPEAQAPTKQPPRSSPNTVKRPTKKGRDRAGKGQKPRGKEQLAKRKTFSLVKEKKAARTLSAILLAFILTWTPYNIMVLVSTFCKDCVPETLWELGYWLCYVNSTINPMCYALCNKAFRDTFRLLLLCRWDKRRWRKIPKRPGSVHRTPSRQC
# OXTR ag = human OXTR agonism; CHO-OTR cells, Fluo-8 calcium fluorescence; normalized: DMSO 0%, oxytocin 100%; activation, % at 3 µM; hit rate 0.32% among 320,000; AID 2435;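 active means activation above the mean of all tested compounds plus 3 SD, cutoff set per screening run, cut at about 20% in these data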;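 further: peak over basal fluorescence ratio from a 100 s FLIPR kinetic read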
# Target sequence (P30559 whole entry, looked up): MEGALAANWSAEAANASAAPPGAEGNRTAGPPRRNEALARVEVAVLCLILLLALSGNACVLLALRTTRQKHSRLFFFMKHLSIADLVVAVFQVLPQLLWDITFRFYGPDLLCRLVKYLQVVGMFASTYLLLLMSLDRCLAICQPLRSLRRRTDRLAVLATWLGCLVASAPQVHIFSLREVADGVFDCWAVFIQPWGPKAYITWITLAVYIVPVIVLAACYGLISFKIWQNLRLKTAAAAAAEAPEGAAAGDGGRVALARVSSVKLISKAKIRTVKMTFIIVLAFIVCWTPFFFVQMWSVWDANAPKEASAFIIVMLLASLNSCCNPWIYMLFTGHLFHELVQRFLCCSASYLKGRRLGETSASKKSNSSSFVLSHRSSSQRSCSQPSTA
# OXTR potentiate = potentiators of human oxytocin receptor | P30559 | CHO-OTR cells, Fluo-8 calcium fluorescence, potentiator mode; 0% = oxytocin EC15, 100% = EC100 | activation, % at 3 µM | hit rate 0.061% among 320,000;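 active means activation above that plate's cutoff, the mean activation of tested compounds plus 3 SD, cut at about 6.6% in these data, passing the limit was not always enough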;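 further: 100% uses oxytocin at 75 nM as the full agonist control; some results filed as inactive read as strong as hits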
#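 assay system = CHO-OTR cells, human receptor | schedule = compound 6 min at room temperature before oxytocin, 100 s read | detection = Fluo-8 intracellular calcium fluorescence, ex 470-495, em 515-575 nm | evaluation = normalized max/min fluorescence ratio, % activation | control set = EC15 oxytocin alone as 0%, 75 nM oxytocin (EC100) as 100%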
# CHRM1 antagonist = human CHRM1 antagonism | inhibition, % at 3 µM | AID 588852 | CHO-K1 hM1, Fluo-8 calcium fluorescence, ACh EC80 antagonist | hit rate 1.3% among 360,000 | P11229;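 active means percent inhibition above its own plate's cutoff, namely the mean of that plate's compound wells plus 3 SD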;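 further: peak over basal fluorescence ratio during 140 s after agonist addition; 0% = ACh EC80 plus DMSO and 100% = DMSO alone without agonist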
# TAAR1 antagonist = antagonists of human TAAR1. CHO RD-HGA16 TAAR1, Fluo-8 calcium fluorescence, antagonist. hit rate 1.5% among 360,000. AID 624466. Q96RJ0. inhibition, % at 3 µM;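 active means inhibition above a per-plate cutoff, the mean inhibition of test compounds on that plate plus 3 SD, cut at about 49% in these data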;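 further: 0% = DMSO plus EC80 beta-PEA response and 100% = DMSO alone without agonist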
#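 test system = CHO RD-HGA16 cells bearing hTAAR1 | replication = singlicate | controls = DMSO-only wells and EC80 β-PEA-stimulated wells | reagent = EC80 β-phenethylamine stimulus | read-out basis = percent inhibition of PEA-evoked calcium signal, max/basal emission ratio | schedule = seeding 17-24 h prior, 75-min 37 °C, 30-min RT dye loading | signal = kinetic Fluo-8 calcium fluorescence measurement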
# M1 PAM = positive allosteric modulators of human M1 muscarinic receptor; hit rate 0.088% among 360,000; P11229; CHO-K1 hM1, Fluo-8 calcium fluorescence, ACh EC20; 0% = ACh EC20, 100% = maximal ACh; activation, % at 3 µM; in the data active means activation above about 19%, passing the limit was not always enough
# Starred values were filed as active, the others as inactive; . = not tested or not shown. Not a hit list (roughly 3.7% active in at least one column).
SMILES,TAAR1 agonist,CHO parental Ca,V1R ag counter,M1 ag,OXTR ag,OXTR potentiate,CHRM1 antagonist,TAAR1 antagonist,M1 PAM
O=C(CN(Cc1ccccc1F)C(=O)c1csnn1)NCc1ccc2c(c1)OCO2,2.1,-8.2,2.6,5.4,1.6,-8.5,-27.8,-17.2,24.9
CC(Oc1ccc2c3c(c(=O)oc2c1)CCCC3)C(=O)NC1CC(C)(C)NC(C)(C)C1 (stereo not drawn),0.2,-11.0,-0.7,-5.4,1.7,-0.3,-0.3,5.8,1.5
CCOC(=O)c1c(C)c(C(=O)NCCCN2CCCC2=O)c(C)n1CC,1.5,-8.4,0.8,-2.8,0.9,1.8,14.8,10.8,-4.0
Cc1ccc(C(C)NC(=O)c2ccc3c(c2)OCO3)cc1C (stereo not drawn),1.1,-4.8,0.6,-1.1,-1.6,-2.7,6.7,5.1,1.2
COc1ccc(OC)c(S(=O)(=O)N2CCN(CC(O)CN3CCOCC3)CC2)c1 (stereo not drawn),0.5,-8.2,0.2,-1.4,-0.3,-0.8,-3.6,-14.5,6.0
CCNC(=S)N=Nc1c(O)n(Cc2ccc(Cl)cc2)c2ccccc12,-0.5,-18.8,-0.5,-4.2,-1.5,-6.9,6.7,-12.8,-7.4
O=C(C1=NN(c2ccccc2)C2C(=O)N(c3cccc(Cl)c3)C(=O)C12)c1ccccc1 (stereo not drawn),17.6,-12.8,5.8,2.4,6.7,-6.5,9.4,-0.7,1.7
Cc1cccc(C)c1-n1ncc(C(=O)NC2CCCC2)c1C1CCNCC1,5.9,-0.1,-0.5,-0.7,0.3,-3.4,-10.0,-13.7,7.3
CC(C)C(C(=O)NC1CCCC1)N(CC1CCCO1)C(=O)CNS(=O)(=O)c1ccccc1 (stereo not drawn),-0.5,-19.1,-0.7,-1.4,-0.1,-3.8,-12.8,-3.9,17.3
O=C(NNC(=S)Nc1ccccc1Cl)C1CC1,0.5,-8.6,0.3,-0.2,1.0,-3.1,-8.2,-13.4,8.2
O=C1C2CCCN2C(=S)N1c1ccc(Cl)cc1 (stereo not drawn),1.1,-17.9,2.8,-5.2,4.5,-5.9,-1.5,-5.2,-2.9
COC(=O)c1sccc1NC(=O)Nc1cc(C)cc(C)c1,-0.8,.,.,-6.7,.,.,3.7,-4.4,-7.4
CCOc1ccc(C2=NNC(c3cccs3)=Nc3ccc(OC)cc32)cc1OCC,-0.6,-22.3,-1.6,-5.1,-1.4,-2.9,-10.1,-3.5,5.8
COc1ccc(-n2c(C)cc(/C=C3\SC(=S)N(Cc4ccco4)C3=O)c2C)cc1,7.2,6.0,2.0,-3.5,3.4,-1.0,-1.0,10.8,1.4
O=C(COc1ccccc1F)OCC(=O)c1ccc([N+](=O)[O-])cc1,0.6,0.7,-0.1,-4.2,-0.3,0.6,-0.1,-6.3,3.0
Cc1cc(C(=O)NC2CC(C)(C)Cc3c2cnn3-c2ccccc2)n[nH]1 (stereo not drawn),0.5,-10.2,-0.7,-4.1,-0.2,-3.0,-2.8,-7.8,1.3
Cc1cccc(C(=O)Nc2ccc(NC(=O)CN3CCOCC3)cc2)c1,1.4,4.8,1.1,-1.5,-0.1,-1.1,-4.7,11.0,3.1
CCN(CC(=O)NC(=O)NC1CCCC1)Cc1ccccc1,0.5,-11.6,-1.1,-4.6,-1.6,-0.4,-7.3,-25.7,5.3
Cc1cccc(N2CC(C(=O)OCC(=O)c3ccc(OC(=O)c4cccs4)cc3)CC2=O)c1C (stereo not drawn),9.4,-5.6,6.9,-1.6,6.2,-9.5,7.5,47.7,-1.3
Cc1cccc(NC(=S)NCc2ccc3c(c2)OCO3)c1C,0.1,-11.4,1.1,-5.4,-0.5,-2.5,1.9,9.8,-0.6

# Random excerpt: 2 records from the list
SMILES,TAAR1 agonist,CHO parental Ca,V1R ag counter,M1 ag,OXTR ag,OXTR potentiate,CHRM1 antagonist,TAAR1 antagonist,M1 PAM
Cc1cccc(C)c1-n1ncc(C(=O)NC2CCCC2)c1C1CCNCC1,5.9,-0.1,-0.5,-0.7,0.3,-3.4,-10.0,-13.7,7.3
Cc1cccc(C(=O)Nc2ccc(NC(=O)CN3CCOCC3)cc2)c1,1.4,4.8,1.1,-1.5,-0.1,-1.1,-4.7,11.0,3.1

# (further entries)
SMILES,TAAR1 agonist,CHO parental Ca,V1R ag counter,M1 ag,OXTR ag,OXTR potentiate,CHRM1 antagonist,TAAR1 antagonist,M1 PAM
COc1cc(/C=N/NC(=O)c2cc(C)oc2C)ccc1O,-3.4,1.4,-0.3,0.1,0.1,-4.0,-22.0,22.4,16.0
COc1ccc(-c2nnc(COc3ccc(Br)cc3C)o2)cc1,1.6,-13.1,2.5,-4.3,0.2,-10.4,-7.7,-14.1,6.5
COCCOC(=O)c1ccc(NC(=O)COc2ccc([N+](=O)[O-])cc2)cc1,12.5,-2.1,6.2,-5.8,1.4,-11.3,-0.5,8.1,-2.8
O=C(NCc1ccccc1Cl)c1csc([C@@H]2O[C@H](CO)[C@H](O)[C@H](O)[C@H]2O)n1,0.6,.,.,-3.0,.,.,-6.5,7.8,5.0
COc1ccc(/C=N/NC(=O)c2nc(-c3ccccc3)cc(-c3ccccc3)n2)cc1,15.5,-37.6,0.4,-1.8,-0.4,-3.0,12.7,56.0*,-0.3
Cc1nc(-n2cc(F)c(=O)[nH]c2=O)c2nc(C)oc2n1,16.2,7.4,0.4,-3.8,0.9,-1.2,-6.8,15.7,7.2
CC(C)Cc1cc(C(=O)Nc2cccc(O)c2)no1,-1.9,-9.6,1.1,2.5,1.0,-2.2,-3.3,-13.7,14.5
CC(C)C(=O)Nc1ccc(Cc2ccc(NC(=O)C(C)C)c(O)c2)cc1O,2.9,-4.6,1.3,-1.4,2.5,-4.7,-3.1,2.7,0.5
C/C=C(\C)CN1CCC(Oc2ccc(C(=O)NCc3ccccn3)cc2)CC1,0.6,-17.7,0.2,-6.1,0.2,-1.1,5.0,-20.0,-5.0
Cc1cc(C(=O)COC(=O)c2ccc(O)cc2)c(C)n1-c1ccccc1F,0.9,12.3,2.3,-3.7,0.0,-23.8,6.5,-6.9,-4.7
Cc1cccc(C)c1N1C(=O)CC(N(O)c2ccccc2)C1=O (stereo not drawn),3.7,-22.0,7.0,-1.9,2.1,-16.1,2.0,-15.1,0.0
O=C(O)CN1C(=O)/C(=C/c2ccsc2)SC1=S,3.8,-7.7,0.1,-2.6,0.9,1.8,-6.8,10.9,8.2
Cc1sc2ncnc(SCC(=O)NNC(=O)c3ccco3)c2c1C,1.1,-1.4,-0.2,-7.4,-0.1,-3.1,-6.1,-13.1,9.0
CC(C)N(C(=O)CSc1nnc(CNc2ccc(F)cc2)o1)C(C)C,15.8,7.2,0.8,-4.5,-0.1,-4.1,-7.0,-6.9,5.3
CCCCN(C)CCn1c(=S)[nH]c2cc(OCC)c(OCC)cc2c1=O,-0.3,-16.8,0.3,-7.2,0.5,-5.7,-12.1,-1.9,9.3
O=C(Nc1cccnc1)c1cc(-c2ccco2)on1,13.6,1.0,-0.6,-1.9,0.5,1.9,3.2,11.8,3.7
O=C(Nc1ccc(Cl)cc1)c1cc2c(cc1O)[nH]c1ccccc12,8.0,72.3*,10.2,3.2,14.8,-10.4,25.4,12.2,-5.7
Cc1nc2c(OCCC3CCCCC3)cccn2c1N(C)C(=O)CCC1CCCC1,6.1,.,.,-4.6,.,.,-13.6,-5.3,8.7
CCOC(=O)C1=C(COC(=O)/C=C/c2cccc([N+](=O)[O-])c2)NC(=O)NC1C (stereo not drawn),24.0,-10.6,6.1,-0.3,2.1,-7.5,13.7,58.4*,-10.6
Cc1cc(C)cc(Nc2ncc3c(n2)CCCC3=O)c1,-1.0,-23.0,-0.6,-4.7,-1.3,-3.0,-3.1,-10.2,2.5
CC(=O)N1CCOc2ccc(S(=O)(=O)N3CCC(C(=O)NCc4ccccc4)CC3)cc21,2.2,-11.6,0.1,-1.9,0.8,-6.9,-14.1,-7.3,13.0
CCOC(=O)c1c(NC(=O)Cn2nnc(-c3ccc(Cl)cc3)n2)sc(C)c1C,-1.8,-22.9,0.6,-1.6,-0.3,2.2,-9.5,9.4,7.8
CN(C(=O)c1ccncc1)c1nnc(-c2cnccn2)s1,9.0,-2.6,0.8,-1.8,0.5,-15.7,-3.2,-0.3,10.3
CCc1ccc(NC(=O)CS(=O)CC(=O)Nc2ccc(N3CCOCC3)cc2)cc1 (stereo not drawn),1.6,2.7,1.3,-3.8,0.2,-6.7,-9.5,-11.8,11.5
CCOC(=O)c1c(NC(=O)CSc2nnnn2C)sc(C(=O)N(C)C)c1C,2.2,-11.1,0.7,1.4,-0.1,-0.5,-7.6,15.0,8.5
CCOC(=O)N1CCC2(CC1)C(C#N)=C(N)OC1=C2C(=O)CC(C)C1 (stereo not drawn),9.3,-2.7,0.4,-4.5,-0.5,-8.4,-5.4,0.0,8.7
CC(NS(C)(=O)=O)C(c1cccs1)N1CCN(c2ccc(F)cc2)CC1 (stereo not drawn),12.0,-9.7,1.0,-4.9,0.9,2.1,0.1,-7.7,5.6
COc1ccc(N(C(C)C(=O)Nc2cccnc2)S(C)(=O)=O)cc1 (stereo not drawn),13.4,-1.2,0.7,-5.9,-0.9,-3.4,2.1,9.1,-3.6
Cc1nc2cc(-c3ccccc3)[nH]n2c(=O)c1C,-0.2,-9.3,0.3,-4.0,0.3,4.2,-16.4,2.5,6.2
Cc1ccc(NC(=O)CSc2nc3ccccc3c3nc4ccccc4n23)cc1,4.8,-20.6,0.6,-2.4,0.2,-4.8,12.7,-10.0,-9.4
CCOC(=O)c1c(-c2ccccc2)oc2ccc(OCC(O)CN(C)C)cc12 (stereo not drawn),14.7,-29.2,7.1,-9.0,6.3,-4.4,-16.3,15.0,6.3
Cc1ccnc(NC(=O)CCC(=O)N(CC(=O)NC(C)(C)C)c2ccc3c(c2)OCO3)c1,-2.4,-15.2,-0.1,-2.3,-0.4,-4.7,-6.7,4.4,3.6
NC(=O)C1CCN(c2nc(-c3ccccc3-c3ccccc3)cs2)CC1,9.9,-17.3,0.8,-4.1,1.0,1.0,7.1,18.1,2.6
COCCCNC(=O)c1cc(OC)c(OC)c(OC)c1,1.4,4.6,0.3,-3.6,-0.3,-0.7,-5.2,-4.0,7.9
CCOC(=O)C1CCCN(c2ccc(NC(=O)c3snc4c(=O)[nH]cnc34)cc2)C1 (stereo not drawn),8.9,-7.9,0.6,-1.2,0.0,-0.8,6.6,7.8,-3.7
